ATG4B inh = ATG4B (human) cysteine protease inhibition; ATG4B cleavage of LC3-PLA2, NBD-HPC fluorescence, 1 h; Q9Y4P1; AID 504462; 340,000 compounds, 0.51% hits; inhibition, % at 8.33 µM; in the data active = inhibition above about 40%
Target sequence (Q9Y4P1 whole entry, looked up): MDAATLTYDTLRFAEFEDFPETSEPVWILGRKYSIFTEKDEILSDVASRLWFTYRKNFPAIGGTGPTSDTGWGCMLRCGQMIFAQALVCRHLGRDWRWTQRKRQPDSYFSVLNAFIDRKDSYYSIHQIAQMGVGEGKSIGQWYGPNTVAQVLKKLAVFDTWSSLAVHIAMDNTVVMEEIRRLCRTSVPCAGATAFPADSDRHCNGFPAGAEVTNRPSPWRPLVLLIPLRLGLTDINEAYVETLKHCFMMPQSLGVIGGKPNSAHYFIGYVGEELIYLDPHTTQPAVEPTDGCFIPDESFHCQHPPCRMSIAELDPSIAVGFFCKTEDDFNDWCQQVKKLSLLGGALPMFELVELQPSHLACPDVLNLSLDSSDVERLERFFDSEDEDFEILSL
MPTP inh = inhibitors of mitochondrial permeability transition pore | isolated mouse mitochondria, Ca2+ swelling absorbance, 30 min | inhibition, % at 10 µM | AID 602449 | 360,000 compounds, 1.4% hits;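 active = inhibition of 50% or more, scaled per plate between neutral and stimulator controls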;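 note: 0% = DMSO wells given calcium and 100% = 1 mM EGTA wells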
mIAP block = blocks mouse intestinal alkaline phosphatase; purified mouse IAP, CDP-Star luminescence, 30 min; inhibition, % at 10 µM; 330,000 compounds, 0.2% hits; AID 2806;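 active = inhibition of at least 40% at 10 µM in the primary screen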;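 note: plate controls were DMSO with enzyme for no effect and no enzyme wells for full effect; values of inactives mirror those of a sister screen read the other way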
beta cell repl = induces beta-cell replication in MIN6 cells; MIN6 cells proliferation, ATPlite luminescence, 48 h; cells starved in 0.2% serum; 100% = growth in 10% serum; proliferation, % at 10 µM; 330,000 compounds, 0.29% hits; AID 2380;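 active = compounds whose signal lies at least 3.5 SD above the mean of all wells on their plate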;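 note: 0% = DMSO-treated cells in low-serum medium and 100% = 10% serum control; some compounds called inactive have numbers as strong as hits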
APOBEC3A inh = human APOBEC3A DNA deaminase inhibition; P31941; recombinant A3A, FAM/TAMRA ssDNA deamination fluorescence; inhibition, % at 20 µM; 330,000 compounds, 0.41% hits; AID 493011;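 active = at least 40% inhibition at 20 µM here, with at most 30% in a related deaminase screen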;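 note: plate controls were A3A with DMSO for no effect and wells lacking A3A enzyme for full effect; some results filed as inactive read as strong as hits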
mIAP act = mouse IAP activation; muIAP, CDP-Star luminescence, 30 min; hits give high values; 1 = vehicle-only enzyme signal, 0 = enzyme-free wells; activation factor at 10 µM; 330,000 compounds, 0.24% hits;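 active = activation factor of at least 2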; note: the source names both 10 and 20 µM as test concentration; values of inactives mirror those of a sister screen read the other way
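System: mouse IAP enzyme. Reagent: CDP-Star chemiluminescent phosphatase substrate. Benchmarks: DMSO wells, no-enzyme wells. Times: 30 min enzyme-substrate-compound incubation at room temperature. Detection: luminescence from enzymatic CDP-Star hydrolysis. Doses: test compounds delivered from DMSO solution.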
hIAP act = human IAP activation | 330,000 compounds, 0.16% hits | purified human IAP, CDP-Star luminescence, 30 min; hits give high values; 1 = vehicle-only enzyme, 0 = enzyme-free background | activation factor at 10 µM | P09923 | AID 2524;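 active = activation factor of the enzyme at least 2-fold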; note: the source names both 10 and 20 µM as test concentration; values of inactives mirror those of a sister screen read the other way
hIAP inh = human IAP inhibition; P09923; 330,000 compounds, 0.12% hits; inhibition, % at 10 µM; purified IAP, CDP-Star luminescence, 30 min;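 active = inhibition reaching a set limit with compound at 10 µM in the primary screen, cut at about 35% in these data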;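 note: plate controls were DMSO wells with enzyme for no effect and no-enzyme buffer wells for full effect; values of inactives mirror those of a sister screen read the other way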
APOBEC3G inh = blocks human APOBEC3G single-stranded DNA deamination; inhibition, % at 20 µM; Q9HC16; recombinant A3G, ssDNA deamination FAM/TAMRA fluorescence; 330,000 compounds, 0.28% hits; AID 493012;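 active = inhibition of at least 40% at 20 µM, with no more than 30% in the related APOBEC3A deaminase screen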;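 note: plate controls were DMSO wells with A3G for no effect and wells lacking A3G enzyme for full effect; some compounds called inactive have numbers as strong as hits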
Target sequence (Q9HC16 whole entry, looked up): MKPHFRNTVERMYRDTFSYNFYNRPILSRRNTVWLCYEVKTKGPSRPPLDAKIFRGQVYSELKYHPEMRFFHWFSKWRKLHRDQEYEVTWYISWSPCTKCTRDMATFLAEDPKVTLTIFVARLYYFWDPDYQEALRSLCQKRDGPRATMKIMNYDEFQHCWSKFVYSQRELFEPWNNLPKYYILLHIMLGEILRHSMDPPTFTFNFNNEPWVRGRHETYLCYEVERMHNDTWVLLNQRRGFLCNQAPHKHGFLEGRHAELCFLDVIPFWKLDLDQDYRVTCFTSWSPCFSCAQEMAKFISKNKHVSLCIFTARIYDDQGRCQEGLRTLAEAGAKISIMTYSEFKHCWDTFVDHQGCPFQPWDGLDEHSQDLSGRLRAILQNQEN
* = called active by the depositor; . = no result given; & = joins results of further samples.

SMILES	ATG4B inh	MPTP inh	mIAP block	beta cell repl	APOBEC3A inh	mIAP act	hIAP act	hIAP inh	APOBEC3G inh
COc1cccc(NC(=O)CN(C)C(=O)C(CCSC)NC(=O)c2ccco2)c1 (stereo not given)	-8	-0.3	3	0	-1	0.97	1	-1	-4
CN(Cc1ccsc1)C(=O)CCc1nnc(Cc2c[nH]c3ccccc23)o1	20	0.0	-2	-3	-1	1	0.94	6	-9
COc1ccccc1C(=O)N(C)CC(=O)Nc1ccc(N2CCOCC2)cc1	-6	1.8	-4	-2	10	1	0.85	14	-6
O=C(COC(=O)/C=C/c1ccc([N+](=O)[O-])cc1)NC(c1ccccc1)c1ccccc1	-6	0.0	-8	0	-2	1.1	0.95	4	-6
O=C(Cn1nnc2ccccc21)c1ccccc1	3	2.4	1	2	0	0.99	0.99	1	-1
O=C(COc1ccc(Cl)cc1)NNC(=O)CSc1nncs1	-7	-2.3	26	-2	6	0.74	1.5	-46	-2
COC(=O)c1sc2ccccc2c1NC(=O)c1ccc(S(=O)(=O)N2CCCC(C)C2)cc1 (stereo not given)	2	3.5	3	-1	5	0.97	0.87	13	-5
Cc1cc(N/N=C/c2ccc(Cl)cc2)nc(NCc2ccccc2)n1	23	39	0	-6	1	1	1	-4	-2
O=C(Nc1ccccc1)N1CCCC(c2nc(-c3ccc(F)cc3)no2)C1 (stereo not given)	-11	-2.0	4	0	7	0.96	0.93	7	0
COc1ccc(/C=C(\NC(=O)c2ccc(C)cc2)C(=O)NCCCn2ccnc2)cc1	-8	-2.9	4	0	-1	0.96	1.1	-5	-9
CC(C)C(NC(=O)CCN1C(=O)c2ccccc2C1=O)c1ccccc1 (stereo not given)	1	0.1	6	-1	-4	0.94	1.1	-6	11
Fc1cccc2sc(Nc3nnc(-c4ccco4)o3)nc12	-2	1.1	2	-6	2	0.98	1.6	-61	-1
C=CCCN(C(C(=O)OC)C(C)C)S(=O)(=O)c1ccccc1Br (stereo not given)	5	-1.9	-5	-1	4	1.1	0.95	5	11
Cc1c(NS(=O)(=O)c2cccc(C(=O)N3CCCC3)c2)c(=O)n(-c2ccccc2)n1C	-9	-0.3	6	-1	-4	0.94	1	-2	-7
Cc1cc(C)cc(-n2c(SCC(=O)Nc3cccc(S(=O)(=O)NC4=NCCCCC4)c3)nc3ccccc3c2=O)c1	22	1.1	-35	0	1	1.3	1.1	-7	-2
Cc1ccc(C)c(N2CCN(C(=O)CCNC(=O)Cn3ccc4ccccc4c3=O)CC2)c1	-15	3.0	6	-1	0	0.94	0.96	4	-1
COc1cccc(NC(=O)c2oc3ccc(S(=O)(=O)N4CCOCC4)cc3c2C)c1	6	-3.7	4	0	-1	0.96	1	0	-11
COc1ccc(CNC(=O)C[C@H]2C[C@H](C(=O)N3CCOCC3)[C@@]3(C)c4[nH]c5cc(-c6ccco6)ccc5c4CCN3C2=O)cc1OC	.	-0.2	-19	.	4	1.2	.	.	8
CCCC(=O)Nc1nnc(S(=O)(=O)N(CC)c2ccccc2)s1	5	1.3	-2	-2	0	1	1.1	-10	-4
O=C(Cn1nc2ccccc2n1)N/N=C/c1cc([N+](=O)[O-])ccc1O	-13	-3.5	19	-2	0	0.81	1.5	-46	-5
Cc1ccc(C(=O)N/C(=C\c2cn(-c3ccccc3)nc2-c2ccccc2)C(=O)N2CCOCC2)cc1	-37	-0.1	-1	-2	-3	1	0.85	15	0
CCN(C(=O)c1ccc2c(=O)n3c(nc2c1)CCCCC3)c1ccc(F)cc1	-7	-0.9	1	-2	-7	0.99	1.2	-21	-7
CO[C@@]1(NC(=O)C2SC(=C(C(N)=O)C(=O)O)S2)C(=O)N2C(C(=O)O)=C(CSc3nnnn3C)CS[C@@H]21 (stereo not given in full)	7	-1.1	11	-1	50*	0.89	0.91	9	3
CCCCCCSc1cccc(-c2nc3ccc(Cl)cn3c2NCc2ccccc2)c1	-1	2.6&3.0	-3	-3	0	1	0.95	5	2
CCc1nnc(SCc2ccc(C(=O)OC)o2)n1N	1	5.6	3	1	2	0.97	1	-2	-4
SMILES	ATG4B inh	MPTP inh	mIAP block	beta cell repl	APOBEC3A inh	mIAP act	hIAP act	hIAP inh	APOBEC3G inh
Cc1cccc(NS(=O)(=O)c2cccc(C(=O)N3CCCCCC3)c2)c1	-9	-0.9	-4	8	1	1	0.81	18	-11
Cc1nc2ccc(NC(=O)c3cccc(C(F)(F)F)c3)cc2o1	0	3.9	0	-3	-3	1	1.1	-10	-4
CCOc1cc(C(=O)N(C)CC(=O)Nc2cccc3ccccc23)ccc1OC	-25	-0.7	4	-4	11	0.96	1.2	-18	7
CC(C)C(=O)NC(c1ccccc1Cl)c1c(O)ccc2ccccc12 (stereo not given)	-8	0.4	3	-2	-7	0.97	1	-3	-5
COc1ccc(NS(=O)(=O)c2cccc(C(=O)NNC(=O)c3ccc(Br)o3)c2)cc1	0	2.5	13	2	2	0.87	1	0	-2
COc1ccc(-c2cc(=O)c3cc(F)ccc3[nH]2)cc1	-3	-0.7	9	-4	-3	0.91	0.87	13	1
O=C(Nc1ccc(C2=NCCN2)cc1)c1ccc(Cl)c(C(=O)Nc2ccc(C3=NCCN3)cc2)c1	.	.	0	-3	21	1	1	0	12
O=C(Nc1ccc(NC(=O)C2CCCCC2)cn1)c1ccco1	-6	0.0	32	-4	5	0.69	1.1	-7	2
Cc1ccc(Cn2ccc(NC(=O)c3noc4c3CCCC4)n2)cc1	10	-0.3	9	-3	2	0.91	1.2	-19	6
NC(=O)c1nsc(C(=O)N(CCc2ccccc2)C(C(=O)NC2CCCC2)c2ccco2)c1N (stereo not given)	-9	1.6	4	-4	2	0.96	0.96	4	6
COc1cc(NC(=O)COC(=O)/C=C/c2ccc(OC)c(OC)c2)cc(OC)c1	-9	1.8	3	1	4	0.97	1	-1	-5
NS(=O)(=O)c1ccc(CCNC(=O)C2CCN(S(=O)(=O)c3c(Cl)cccc3Cl)CC2)cc1	-2	1.2	-3	-1	1	1	0.98	2	-5
CCOC(=O)/C(C#N)=C/c1c[nH]c2ccccc12	3	13	8	0	8	0.92	1.3	-30	-6
COc1cccc(C2C(C(N)=O)=C(C)Nc3nc(-c4cccc(Cl)c4)nn32)c1 (stereo not given)	-4	-0.4	-2	-2	2	1	0.82	18	-1
Cc1ccc(NC(C)c2cc(Cl)ccc2O)cc1 (stereo not given)	-3	27	6	-3	0	0.94	1	-3	5
COc1ccc(CNC(=O)c2c([S-])n(-c3ccc(C)cc3)c3cccc[n+]23)cc1	-7	-0.8	11	0	-3	0.89	0.83	17	-13
CC1COC(c2cccn2Cc2ccccc2Cl)=N1 (stereo not given)	1	14	1	4	-1	0.99	0.86	14	-4
COc1ccc2nc(/C=N/NC(=O)CCCCCNC(=O)OC(C)(C)C)ccc2c1	10	3.7	16	-3	0	0.84	0.92	8	-3
Cn1cnnc1SCC(=O)Nc1cc(C(F)(F)F)ccc1N1CCOCC1	-9	2.5	4	2	-3	0.95	1	-1	-7
CCO[C@@H]1OC(C(=O)N2CCCCCCC2)=C[C@H](c2cn(C(C)=O)c3ccccc23)[C@H]1CCCO	-5	1.0	1	-5	0	0.99	0.97	3	0
O=C(NCc1cccs1)C(=O)NCC1OCCCN1S(=O)(=O)c1ccccc1 (stereo not given)	-16	0.4	3	0	-2	0.97	0.97	3	-9
CCCCc1nc2cc(C(=O)N3CCC[C@H]3CO)ccc2o1	-1	0.8	7	-2	-3	0.93	0.94	6	-4
COCCCn1c(C2CCCCC2)nc2oc3cc(OC)ccc3c(=O)c2c1=O	6	2.5	-9	1	1	1.1	1.1	-9	-3
O=C(C1=C(O)C(=O)N(CCN2CCOCC2)C1c1ccc(F)cc1)c1cc2ccccc2o1 (stereo not given)	-15	-1.7	9	-1	-6	0.91	0.83	17	-6
Cn1cc(C(=O)N2CCN(c3cccc(Cl)c3)CC2)c(=O)c2cc(S(=O)(=O)N3CCOCC3)ccc21	-9	0.6	4	1	-2	0.95	1	-2	-6
SMILES	ATG4B inh	MPTP inh	mIAP block	beta cell repl	APOBEC3A inh	mIAP act	hIAP act	hIAP inh	APOBEC3G inh
COc1ccc(OCC(=O)OC2CCN(C)CC2)cc1	12	8.1	1	-1	3	0.99	0.96	4	19
C/C(=N\NC(N)=S)c1ccccc1	-7	-1.4	4	-4	-3	0.96	1.1	-12	-7
O=C(O)CSc1nc2c(c(C(F)(F)F)n1)CCc1ccccc1-2	6	-1.1	-2	0	2	1	0.98	2	-4
CC1=NN(C(N)=S)C(=O)C1N=Nc1cccc(C(=O)O)c1 (stereo not given)	4	0.3	5	-3	-4	0.95	0.81	19	-10
Cc1ccc(C(C)NC(=O)c2ccco2)cc1C (stereo not given)	-5	4.6	9	-3	3	0.91	0.87	13	1
O=C(Nc1cccc(C(F)(F)F)c1)C1CCN(S(=O)(=O)c2ccc(N3CCCC3=O)cc2)CC1	-6	50	-91	-7	0	1.9	1.8	-78	-1
CCO[C@H]1OC(C(=O)N2CCN(C)CC2)=C[C@@H](C2CC2)[C@@H]1CCCO	-1	-0.2	8	-2	-1	0.92	0.89	12	-8
CC1(C)CC(=O)C=C(NCc2ccco2)C1	-3	-1.7	-7	-1	-2	1.1	1.1	-11	-6
Cc1csc2c(=O)sc(NC(=O)c3ccco3)nc12	-2	2.8	7	1	-1	0.93	1.1	-6	-4
